E coli Lon inh: E. coli protease La inhibition | 360,000 tested, 0.42% active | purified E. coli Lon protease, fluorescence polarization | P0A9M0 | AID 602123 | inhibition, % at 7.94 µM; in the data active = inhibition above about 13%, passing the limit was not always enough;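 note: 0% = enzyme with probe and DMSO and 100% = no enzyme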
Target sequence (P0A9M0 whole entry, looked up): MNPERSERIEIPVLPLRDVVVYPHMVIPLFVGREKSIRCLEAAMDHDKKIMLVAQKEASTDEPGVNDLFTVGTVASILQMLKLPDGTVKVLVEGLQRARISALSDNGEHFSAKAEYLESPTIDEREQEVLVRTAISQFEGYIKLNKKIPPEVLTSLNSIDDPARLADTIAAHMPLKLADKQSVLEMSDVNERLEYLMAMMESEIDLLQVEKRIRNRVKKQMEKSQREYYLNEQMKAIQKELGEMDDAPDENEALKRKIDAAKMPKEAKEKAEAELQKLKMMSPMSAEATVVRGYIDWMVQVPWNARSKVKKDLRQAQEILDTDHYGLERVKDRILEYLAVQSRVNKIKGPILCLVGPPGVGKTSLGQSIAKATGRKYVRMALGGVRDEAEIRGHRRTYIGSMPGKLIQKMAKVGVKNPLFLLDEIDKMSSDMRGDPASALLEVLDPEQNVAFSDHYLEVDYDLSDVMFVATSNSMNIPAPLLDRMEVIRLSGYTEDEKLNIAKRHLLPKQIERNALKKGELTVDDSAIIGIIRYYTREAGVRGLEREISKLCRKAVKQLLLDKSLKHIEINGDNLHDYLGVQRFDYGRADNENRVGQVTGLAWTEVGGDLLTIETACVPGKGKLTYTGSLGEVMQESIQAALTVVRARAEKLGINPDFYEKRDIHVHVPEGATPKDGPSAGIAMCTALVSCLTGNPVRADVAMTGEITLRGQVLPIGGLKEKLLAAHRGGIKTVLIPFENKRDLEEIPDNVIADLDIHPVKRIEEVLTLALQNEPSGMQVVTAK
Tb MetRS inh: Trypanosoma brucei MetRS inhibition. purified T. brucei MetRS, ATP depletion, Kinase-Glo luminescence. inhibition, % at 11.9 µM. 360,000 tested, 0.4% active. AID 624268;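 active = inhibition above a per-plate cutoff of the control wells' mean inhibition plus 3 SD, cut at about 5.5% in these data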;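 note: 0% = DMSO wells median and 100% = median of wells with control inhibitor compound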
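assay system = parasite MetRS enzyme | timing = 15 min preincubation, 2 h reaction, all 25 °C | evaluation = percent inhibition relative to median high and low control wells | medium = HEPES buffer containing pyrophosphatase, BSA, spermine, DTT | compound = single dose, 11.9 µM final nominal, 0.9% final DMSO | detection = Kinase-Glo luminescence, ATP depletion format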
SUMO1 PPI mod: alters human SUMO1 binding to SIM partners. inhibition, % at 20 µM. 360,000 tested, 0.33% active. AID 602429. SUMO1 binding to a labelled peptide, TR-FRET, 1 h. P63165; in the data active = inhibition above about 37%
Target sequence (P63165 whole entry, looked up): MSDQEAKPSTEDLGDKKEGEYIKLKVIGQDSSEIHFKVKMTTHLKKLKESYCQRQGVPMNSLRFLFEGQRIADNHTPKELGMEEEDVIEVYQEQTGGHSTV
STEP block: STEP (human) phosphatase inhibition; recombinant STEP, OMFP fluorogenic substrate, fluorescence; 360,000 tested, 0.25% active; P54829; inhibition, % at 20 µM;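 active = inhibition at 20 µM, scaled per plate between control wells, above about 37%, limit read from the data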;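 note: 0% = DMSO with enzyme and substrate and 100% = substrate only without enzyme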
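Material: STEP (striatal-enriched tyrosine phosphatase) enzyme, cell-free; Compound dosing: 20 µM single dose in 1% DMSO; Technique: fluorescence read at 480 nm ex / 540 nm em; Times: reaction 20 min, ambient temperature; Medium: 50 mM Bis-Tris pH 6.0 with 2.5 mM DTT and 0.005% Tween 20; Also added: OMFP at 25 µM.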
LMPTP block: blocks human LMPTP phosphatase | recombinant LMPTP-A, OMFP fluorogenic substrate, fluorescence intensity | P24666 | 360,000 tested, 0.22% active | inhibition, % at 20 µM;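 active = compounds that cut the enzyme signal by at least half of the control window in the single-dose screen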;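 note: plate controls were DMSO wells with enzyme plus substrate for no effect and substrate without enzyme for full effect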
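Test system: LMPTP-A phosphatase enzyme; input: 0.625 nM LMPTP-A final; reagent: OMFP substrate, 400 µM final; compound dosing: 20 µM single dose, 3% DMSO; incubation: 50 min dark incubation at room temperature; measured by: endpoint fluorescence intensity from OMFP dephosphorylation; measure: % inhibition relative to no-enzyme and uninhibited control wells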
bovine MsrA act: activates bovine MsrA enzyme. purified bovine MsrA, absorbance read-out. activation, % at 10.6 µM. 360,000 tested, 0.3% active; in the data active = activation above about 7.5%;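 note: 0% = vehicle and 100% = reference activator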
DNMT1 block: blocks human DNA methyltransferase DNMT1; DNMT1 molecular beacon, Hinp1I cleavage, fluorescence; 360,000 tested, 0.83% active; P26358; inhibition (reported as % activation of signal), % at 10 µM; in the data active = inhibition above about 50%
MsrA inhibitor: inhibits bovine methionine sulfoxide reductase A | 360,000 tested, 0.75% active | purified bovine MsrA, absorbance read-out | inhibition, % at 15.5 µM; in the data active = inhibition above about 4.5%;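 note: 0% = vehicle wells with enzyme and 100% = reference inhibitor wells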
Scp-1 inhibitor: inhibitors of human Scp-1 phosphatase | Q9GZU7 | Recombinant Scp1, phosphopeptide, malachite green phosphate absorbance | inhibition, % at 20 µM | 340,000 tested, 0.88% active | AID 493091;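 active = inhibition above about 50% at 20 µM, limit read from the data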;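 note: plate controls were DMSO wells with enzyme for no effect and wells lacking enzyme for full effect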
Target sequence (Q9GZU7 76-261 limits assumed): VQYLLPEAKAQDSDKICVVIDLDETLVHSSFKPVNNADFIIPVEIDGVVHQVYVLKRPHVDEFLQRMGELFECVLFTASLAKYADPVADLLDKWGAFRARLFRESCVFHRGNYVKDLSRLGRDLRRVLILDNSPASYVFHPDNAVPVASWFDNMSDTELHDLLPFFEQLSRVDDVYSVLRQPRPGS
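Test system: SCP-1 catalytic domain; Buffer or medium: Acidic Tris acetate buffer with magnesium and detergent; Also added: Phosphorylated 17-residue peptide substrate; Compound: single 20 µM dose, 1% DMSO; Schedule: enzyme reaction 45 min at room temperature, colour 5 min, stabilisation 30 min; Signal: Phosphate-binding colour reagent, absorbance read at 630 nm.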
CendR NRP1 mod: alters CendR peptide binding to human NRP-1. O14786. FAM-RPARPAR peptide binding to NRP-1, fluorescence polarization. inhibition, % at 25 µM. 360,000 tested, 0.85% active. AID 602438;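 active = inhibition or corrected inhibition above about 18%, plus a signal ratio from 0.5 to 1.5, limit read from the data, passing the limit was not always enough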; note: strong numbers were not always called active
* marks the source's active call; other numbers are inactive results.

What do the screens show for `COc1ccccc1C1C(C(=O)NCc2ccccc2)=C(C)Nc2ncnn21` (centres undefined)?
E coli Lon inh: -5; Tb MetRS inh: -0.1; SUMO1 PPI mod: -5; STEP block: 1; LMPTP block: -1.2; bovine MsrA act: 0; DNMT1 block: 0; MsrA inhibitor: 0.1; Scp-1 inhibitor: -2; CendR NRP1 mod: -3

What do the screens show for `CCn1c2ccccc2c2cc(/C=N/NC(=O)c3cccc(C)c3)ccc21`?
E coli Lon inh: -3; Tb MetRS inh: 0.0; SUMO1 PPI mod: 0; STEP block: 0; LMPTP block: 2.0; bovine MsrA act: 0; DNMT1 block: -5; MsrA inhibitor: 1.2; Scp-1 inhibitor: -6; CendR NRP1 mod: 5

How did Cc1ccc(-c2cc(C(=O)N/N=C/c3cccnc3)n[nH]2)o1 do in these assays?
E coli Lon inh: -6; Tb MetRS inh: -1.0; SUMO1 PPI mod: -2; STEP block: -1; LMPTP block: 0.2; bovine MsrA act: -5; DNMT1 block: 2; MsrA inhibitor: 0.0; Scp-1 inhibitor: -6; CendR NRP1 mod: -10

How did CC1CCCCC1NC(=O)CSc1nnc(CNC(=O)c2ccccc2)n1C (centres undefined) do in these assays?
E coli Lon inh: 2; Tb MetRS inh: -1.4; SUMO1 PPI mod: 1; STEP block: -3; LMPTP block: -1.5; bovine MsrA act: -7; DNMT1 block: 2; MsrA inhibitor: -0.4; Scp-1 inhibitor: -2; CendR NRP1 mod: -4

What do the screens show for `Cc1n[nH]c(C)c1S(=O)(=O)N(C)Cc1ccco1`?
E coli Lon inh: 7; Tb MetRS inh: 1.0; SUMO1 PPI mod: 4; STEP block: -1; LMPTP block: -2.1; bovine MsrA act: -5; DNMT1 block: 8; MsrA inhibitor: 0.0; Scp-1 inhibitor: 3; CendR NRP1 mod: 4

How did CNS(=O)(=O)c1ccc(C)c(S(=O)(=O)NC)c1 do in these assays?
E coli Lon inh: 9; Tb MetRS inh: -1.2; SUMO1 PPI mod: 1; STEP block: -4; LMPTP block: -0.3; bovine MsrA act: -10; DNMT1 block: 0; MsrA inhibitor: -0.8; Scp-1 inhibitor: 1; CendR NRP1 mod: 4

Results for Cc1ccc(N2CCN(S(=O)(=O)N(C)C)CC2)cc1Cl ?
E coli Lon inh: -3; Tb MetRS inh: -0.4; SUMO1 PPI mod: 0; STEP block: 2; LMPTP block: -0.4; bovine MsrA act: -13; DNMT1 block: -4; MsrA inhibitor: 0.7; Scp-1 inhibitor: 1; CendR NRP1 mod: -5

How did C=CCN(CC=C)CCOc1ccc(OC(C)C)cc1 do in these assays?
E coli Lon inh: -12; Tb MetRS inh: -0.8; SUMO1 PPI mod: 1; STEP block: -2; LMPTP block: -2.5; bovine MsrA act: -5; DNMT1 block: 1; MsrA inhibitor: 0.1; Scp-1 inhibitor: -10; CendR NRP1 mod: 18

How did Cc1c(C(=O)N2CCC(C)CC2)oc2ccc(S(=O)(=O)N3CCC4(CC3)OCCO4)cc12 do in these assays?
E coli Lon inh: -4; Tb MetRS inh: 0.5; SUMO1 PPI mod: -1; STEP block: 1; LMPTP block: 1.1; bovine MsrA act: -2; DNMT1 block: -2; MsrA inhibitor: 0.9; Scp-1 inhibitor: -5; CendR NRP1 mod: -6

What do the screens show for `CCOc1cccc(SCc2noc(C(=O)NCC3CCCO3)c2C(=O)O)c1` (centres undefined)?
E coli Lon inh: -3; Tb MetRS inh: -0.7; SUMO1 PPI mod: -2; STEP block: -1; LMPTP block: -1.0; bovine MsrA act: -11; DNMT1 block: 4; MsrA inhibitor: -1.0; Scp-1 inhibitor: -9; CendR NRP1 mod: 1

Results for CCOC(=O)N1CCN(c2cc(=O)n(-c3ccc(OCC)cc3)c(=O)[nH]2)CC1 ?
E coli Lon inh: -6; Tb MetRS inh: -0.4; SUMO1 PPI mod: 2; STEP block: -4; LMPTP block: -1.0; bovine MsrA act: 7; DNMT1 block: -7; MsrA inhibitor: -0.3; Scp-1 inhibitor: -4; CendR NRP1 mod: -5

How did O=C(NCCc1ccccc1)c1cc2ccccc2oc1=O do in these assays?
E coli Lon inh: -11; Tb MetRS inh: 0.3; SUMO1 PPI mod: -14; STEP block: 0; LMPTP block: -1.2; bovine MsrA act: -3; DNMT1 block: 0; MsrA inhibitor: 0.6; Scp-1 inhibitor: 4; CendR NRP1 mod: 7

What do the screens show for `Cc1ccc(CNC(=O)CCCc2c[nH]c3ccccc23)cc1`?
E coli Lon inh: -10; Tb MetRS inh: -0.6; SUMO1 PPI mod: 4; STEP block: 3; LMPTP block: 0.4; bovine MsrA act: -4; DNMT1 block: 1; MsrA inhibitor: -1.7; Scp-1 inhibitor: -12; CendR NRP1 mod: 6

What do the screens show for `CCOc1cc2c(cc1/C=C/c1noc(C)c1[N+](=O)[O-])OC(C)C2` (centres undefined)?
E coli Lon inh: -111; Tb MetRS inh: 0.3; SUMO1 PPI mod: -23; STEP block: -7; LMPTP block: 2.1; bovine MsrA act: -3; DNMT1 block: 7; MsrA inhibitor: 1.1; Scp-1 inhibitor: -2; CendR NRP1 mod: -31

Results for Cc1ccc(C2=NN(CCC(=O)NC3CCCC3)C(=O)CC2)cc1 ?
E coli Lon inh: -3; Tb MetRS inh: -0.2; SUMO1 PPI mod: -1; STEP block: -2; LMPTP block: -0.7; bovine MsrA act: -2; DNMT1 block: 3; MsrA inhibitor: -0.1; Scp-1 inhibitor: -1; CendR NRP1 mod: 8

Results for COc1ccc(NC(=O)N2CCCC(c3ccccc3)C2)cc1 (centres undefined) ?
E coli Lon inh: -10; Tb MetRS inh: -0.7; SUMO1 PPI mod: 1; STEP block: 1; LMPTP block: -0.1; bovine MsrA act: -3; DNMT1 block: 1; MsrA inhibitor: -0.7; Scp-1 inhibitor: -10; CendR NRP1 mod: -5

What do the screens show for `Cc1c(C#N)c2ccccc2n1CCOc1ccccc1F`?
E coli Lon inh: -5; Tb MetRS inh: 0.1; SUMO1 PPI mod: 3; STEP block: 1; LMPTP block: 2.5; bovine MsrA act: -3; DNMT1 block: -11; MsrA inhibitor: 2.4; Scp-1 inhibitor: 4; CendR NRP1 mod: -4

Results for COc1cccc2c1O/C(=N\O)C(C(=O)Nc1ccc(C)cc1)C2 (centres undefined) ?
E coli Lon inh: -3; Tb MetRS inh: 0.1; SUMO1 PPI mod: 1; STEP block: -6; LMPTP block: -0.3; bovine MsrA act: -2; DNMT1 block: -3; MsrA inhibitor: -1.1; Scp-1 inhibitor: -7; CendR NRP1 mod: -5

How did CC1CCCN(C(=O)c2ccc3ncsc3c2)C1 (centres undefined) do in these assays?
E coli Lon inh: -6; Tb MetRS inh: -0.6; SUMO1 PPI mod: 4; STEP block: 0; LMPTP block: 0.6; bovine MsrA act: -9; DNMT1 block: 0; MsrA inhibitor: -0.3; Scp-1 inhibitor: -1; CendR NRP1 mod: 14

How did O=C(O)C1C2C=CC(O2)C1C(=O)NCc1ccc2c(c1)OCO2 (centres undefined) do in these assays?
E coli Lon inh: -5; Tb MetRS inh: -0.6; SUMO1 PPI mod: 2; STEP block: -1; LMPTP block: -0.9; bovine MsrA act: -1; DNMT1 block: 4; MsrA inhibitor: 0.3; Scp-1 inhibitor: 8; CendR NRP1 mod: -4

What do the screens show for `CC(=C/c1ccccc1)/C=N/NC(=O)c1cccs1`?
E coli Lon inh: -4; Tb MetRS inh: 0.3; SUMO1 PPI mod: -12; STEP block: 0; LMPTP block: 1.8; bovine MsrA act: 16*; DNMT1 block: -3; MsrA inhibitor: 4.3; Scp-1 inhibitor: 3; CendR NRP1 mod: -5

What do the screens show for `CCOC(=O)N1CCN(C(=O)CCCn2nnnc2CN2CCC(C)CC2)CC1`?
E coli Lon inh: 15; Tb MetRS inh: -0.3; SUMO1 PPI mod: -3; STEP block: 1; LMPTP block: -1.0; bovine MsrA act: -1; DNMT1 block: -1; MsrA inhibitor: 0.2; Scp-1 inhibitor: 1; CendR NRP1 mod: -1

What do the screens show for `CCCc1ccc(OCC(=O)NNC(=O)c2cccnc2)cc1`?
E coli Lon inh: 8; Tb MetRS inh: -0.5; SUMO1 PPI mod: -3; STEP block: 0; LMPTP block: -0.9; bovine MsrA act: -1; DNMT1 block: 0; MsrA inhibitor: 0.3; Scp-1 inhibitor: -7; CendR NRP1 mod: 2

What do the screens show for `COc1cc(S(=O)(=O)N2CCOCC2)cc(C(=O)c2nccn2C)c1OC`?
E coli Lon inh: 1; Tb MetRS inh: -0.1; SUMO1 PPI mod: 2; STEP block: 2; LMPTP block: -1.7; bovine MsrA act: -1; DNMT1 block: -2; MsrA inhibitor: 0.8; Scp-1 inhibitor: -4; CendR NRP1 mod: -5

How did CC(C)C(CCN1C(=O)c2ccccc2C1=O)c1ccco1 (centres undefined) do in these assays?
E coli Lon inh: 0; Tb MetRS inh: 0.2; SUMO1 PPI mod: -6; STEP block: 1; LMPTP block: 1.9; bovine MsrA act: -3; DNMT1 block: 2; MsrA inhibitor: 2.8; Scp-1 inhibitor: -8; CendR NRP1 mod: 10

Results for CNc1nc(CC(C)=O)ns1 ?
E coli Lon inh: -1; Tb MetRS inh: -0.3; SUMO1 PPI mod: 4; STEP block: 3; LMPTP block: -2.7; bovine MsrA act: -1; DNMT1 block: 1; MsrA inhibitor: 0.4; Scp-1 inhibitor: 0; CendR NRP1 mod: 6

What do the screens show for `COc1ccc(/C=C/c2onc(C)c2S(=O)(=O)N2CCC(C(=O)N3CCC(C)CC3)CC2)cc1`?
E coli Lon inh: -3; Tb MetRS inh: -0.1; SUMO1 PPI mod: -14; STEP block: 6; LMPTP block: 8.0; bovine MsrA act: -1; DNMT1 block: -6; MsrA inhibitor: 0.5; Scp-1 inhibitor: -2; CendR NRP1 mod: 0

How did Cc1ccc(C)c(Cn2c(C)nc3c(sc(=S)n3-c3ccccc3)c2=O)c1 do in these assays?
E coli Lon inh: -5; Tb MetRS inh: 0.2; SUMO1 PPI mod: -3; STEP block: 1; LMPTP block: 1.2; bovine MsrA act: -3; DNMT1 block: 30; MsrA inhibitor: -0.3; Scp-1 inhibitor: -3; CendR NRP1 mod: -7

Two neighbouring compounds from above, quoted:
What do the screens show for `COc1ccccc1C1C(C(=O)NCc2ccccc2)=C(C)Nc2ncnn21` (centres undefined)?
E coli Lon inh: -5; Tb MetRS inh: -0.1; SUMO1 PPI mod: -5; STEP block: 1; LMPTP block: -1.2; bovine MsrA act: 0; DNMT1 block: 0; MsrA inhibitor: 0.1; Scp-1 inhibitor: -2; CendR NRP1 mod: -3

What do the screens show for `CCn1c2ccccc2c2cc(/C=N/NC(=O)c3cccc(C)c3)ccc21`?
E coli Lon inh: -3; Tb MetRS inh: 0.0; SUMO1 PPI mod: 0; STEP block: 0; LMPTP block: 2.0; bovine MsrA act: 0; DNMT1 block: -5; MsrA inhibitor: 1.2; Scp-1 inhibitor: -6; CendR NRP1 mod: 5

Compound activity (PubChem BioAssay)
